Tn6 DDE FP = inhibitors of Tn6 peptide binding to human fibrin DD(E); 370,000 tested, 0.21% active; inhibition, % at 8.3 µM; AID 720509; P02675; Fibrin DD(E) TRITC-Tn6 fluorescence polarization displacement;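 active = inhibition above a per-campaign cutoff: mean of compounds within control limits plus 3 SD, cut at about 15% in these data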;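 also: 0% = median of all compound wells on the plate and 100% = blocking peptide control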
Tn7 DDE FP = DD(E)-Tn7 binding inhibition, primary FP screen | FP displacement of FITC-Tn7 peptide from fibrin DD(E); 0% = median of compound wells per plate | inhibition, % at 8.3 µM | 370,000 tested, 0.13% active | P02675;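 active = inhibition above the mean of compounds falling within the control limits plus 3 SD of them, cut at about 14% in these data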;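 also: 0% = plate median of compound wells and 100% = 10 µM Aha-Tn7 peptide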
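Assay system: Human clot-derived fibrin DD(E) complex | Buffer or medium: Tris/NaCl/CaCl2 buffer, pH 7.8 | Repeats: One replicate per compound | Benchmarks: Aha-Tn7 high control | Measure: % inhibition scaled between sample-field median and high-control FP | Schedule: 10 min plus 3 h, room temperature | Signal: Fluorescence polarization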
MBD2 DNA inh = inhibitors of human MBD2 binding to methylated oligonucleotide. TR-FRET. inhibition, % at 4.4 µM. 370,000 tested, 0.31% active. AID 686964; in the data active = inhibition above about 13%
TDP2 absorb = blocks human TDP2 phosphodiesterase activity; recombinant TDP2, T5PNP hydrolysis, p-nitrophenol absorbance 415 nm; inhibition, % at 12.8 µM; 370,000 tested, 0.34% active;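 active = inhibition above the mean of all tested compounds plus 3 SD, set per campaign, cut at about 25% in these data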;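 also: 0% = DMSO with enzyme and 100% = buffer with substrate but no TDP2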
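Read-out basis: percent inhibition. System: recombinant human TDP2. Buffer or medium: Mg2+-containing Tris-HCl buffer, pH 7.5. Repeats: single replicate. Timing: reaction 2 h, 37 °C. Benchmarks: high control without enzyme, low control DMSO plus TDP2. Probe or stimulus: 5 mM T5PNP. Doses: 12.8 µM only. Measured by: epi absorbance of p-nitrophenol freed from T5PNP by hydrolysis.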
PRMT1 inh = inhibitors of human PRMT1. Q99873. recombinant PRMT1, activity-based probe fluorescence polarization. inhibition, % at 2.79 µM. 370,000 tested, 1.3% active. AID 652257;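 active = inhibition above about 21% made by adding two undisclosed values, limit read from the data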
TCR CD3 inh = inhibitors of human TCR-CD3 interaction | inhibition, % at 9.4 µM | TAMRA-labeled TCR probe fluorescence, biochemical | 360,000 tested, 0.37% active; in the data active = inhibition above about 19%;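 also: recombinant mutant TCR 2C K166C tagged with TAMRA read by polarization; 0% = receptor in buffer alone and 100% = receptor with positive control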
LEDGF integ inh = blocks HIV-1 LEDGF/p75-dependent DNA integration; inhibition, % at 3.7 µM; TR-FRET IN-LEDGF/p75 DNA integration, Eu/Cy5; 370,000 tested, 0.64% active;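 active = inhibition above the screen-wide mean plus 3 SD, cut at about 13% in these data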;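 also: signal is the Cy5 over europium emission ratio at 671 and 618 nm; 0% = plate median of compound wells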
proKLK7 act = proKLK7 (human) activation, primary screen. P49862. 370,000 tested, 0.9% active. purified proKLK7, EDANS-DABCYL substrate fluorescence; 100% is mature enzyme control, 0% vehicle. activation, % at 7 µM. AID 652039;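 active = activation above the mean of all tested compounds plus 3 SD, computed per campaign excluding outliers beyond control limits, cut at about 13% in these data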
Target sequence (P49862 whole entry, looked up): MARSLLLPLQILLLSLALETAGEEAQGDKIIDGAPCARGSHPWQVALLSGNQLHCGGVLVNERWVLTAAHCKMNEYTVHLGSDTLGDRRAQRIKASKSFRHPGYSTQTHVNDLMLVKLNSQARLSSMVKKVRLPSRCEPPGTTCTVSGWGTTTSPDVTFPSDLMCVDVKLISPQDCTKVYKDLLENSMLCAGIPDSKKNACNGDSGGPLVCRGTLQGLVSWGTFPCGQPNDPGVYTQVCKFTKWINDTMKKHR
SIAE inh = inhibitors of human sialic acid acetylesterase SIAE. Q9HAT2. SIAE FP-Rh probe binding, fluorescence polarization. inhibition, % at 9.66 µM. 370,000 tested, 0.69% active. AID 1053197;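 active = inhibition above a cutoff: mean of compounds within the control limits plus 3 SD of those, cut at about 17% in these data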;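 also: 0% = plate median of compound wells and 100% = probe without SIAE protein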
Target sequence (Q9HAT2 whole entry, looked up): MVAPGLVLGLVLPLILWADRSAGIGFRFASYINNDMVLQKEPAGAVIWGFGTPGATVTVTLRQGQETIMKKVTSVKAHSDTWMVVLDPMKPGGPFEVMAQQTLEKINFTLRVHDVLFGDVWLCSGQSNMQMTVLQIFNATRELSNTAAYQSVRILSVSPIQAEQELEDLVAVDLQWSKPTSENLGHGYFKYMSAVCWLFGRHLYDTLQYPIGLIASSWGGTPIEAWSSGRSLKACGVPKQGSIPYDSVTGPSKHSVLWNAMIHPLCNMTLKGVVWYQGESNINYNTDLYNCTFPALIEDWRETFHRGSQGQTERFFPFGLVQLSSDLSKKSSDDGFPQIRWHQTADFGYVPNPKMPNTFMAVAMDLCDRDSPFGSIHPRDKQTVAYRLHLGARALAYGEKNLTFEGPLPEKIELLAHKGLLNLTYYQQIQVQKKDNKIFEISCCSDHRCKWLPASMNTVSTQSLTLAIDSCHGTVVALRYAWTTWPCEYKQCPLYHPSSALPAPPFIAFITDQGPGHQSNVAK
UHRF1 binding = blocks human UHRF1 binding to methylated DNA | 370,000 tested, 0.75% active | UHRF1 binding to methylated oligo, TR-FRET | AID 687016 | inhibition, % at 4.4 µM | Q96T88; in the data active = inhibition above about 21%;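 also: UHRF1 SRA domain binding a hemimethylated CpG hairpin DNA probe; 0% = median of test compound wells and 100% = reference inhibitor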
* marks the source's active call; other numbers are inactive results; nt = no result given.

[1] CC(C)(C)c1ccc(N2C(=O)Cc3c2nc(N)c(C#N)c3N)cc1
[2] Cc1cc(SC2CCOC2=O)nc2ccccc12 (stereo not drawn)
[3] O=C(c1cccs1)N1CCN(C(=O)C2CCCO2)CC1 (stereo not drawn)
[4] COc1cc(/C=N/N=C(\N)c2nonc2N)cc(OC)c1OC
[5] CC(Cc1cnccn1)NC(=O)c1cc(COc2ccc(F)cc2F)on1 (stereo not drawn)
[6] COc1ccc(-n2c(SCC(N)=O)nnc2-c2ccc(NS(=O)(=O)c3ccc(C)cc3)cc2)cc1
[7] Cc1ccn2cc(C(=O)NCc3ccco3)nc2c1
[8] Cc1ccc(C(=O)C(C)OC(=O)c2cc3cc([N+](=O)[O-])ccc3oc2=O)cc1 (stereo not drawn)

Assay by compound	1	2	3	4	5	6	7	8
Tn6 DDE FP	3	3	-8	-3	-8	6	6	7
Tn7 DDE FP	-1	6	6	-3	3	-7	3	-6
MBD2 DNA inh	3	2	0	-2	-6	-2	-3	-1
TDP2 absorb	-1	3	-6	8	-12	-13	13	-2
PRMT1 inh	1	0	-1	1	-6	2	-1	-2
TCR CD3 inh	-1	2	9	2	-1	5	-2	-5
LEDGF integ inh	-5	2	0	2	2	-2	-4	4
proKLK7 act	1.1	-0.2	-0.6	0.1	0.5	0.1	-0.1	0.8
SIAE inh	5	2	-2	-3	1	-5	2	0
UHRF1 binding	1	-2	-2	-4	0	2	-1	-3

[9] COc1ccccc1C(=O)Nc1ccc2c(c1)nc(CN1CCN(C(C)=O)CC1)n2C
[10] Nc1nnc(-c2ccccc2)s1
[11] C=CCN1CCN(C(c2cccc(OC)c2OC)c2nnnn2CCC(C)C)CC1 (stereo not drawn)
[12] Cn1c(=O)c2c(nc(NCCO)n2C)n(C)c1=O
[13] CCOC(=O)Nc1ccc2nc(-c3cscn3)[nH]c2c1
[14] CCCCOCCCNCc1cccn1CCN1CCOCC1
[15] Cc1cc(N2CCN(c3ccccc3)CC2)nc(-c2ccccc2)n1
[16] CC(=O)c1cccc(NC(=O)C2CCCN(S(=O)(=O)c3cccc4cccnc34)C2)c1 (stereo not drawn)

Assay by compound	9	10	11	12	13	14	15	16
Tn6 DDE FP	-1	-7	3	5	-6	6	0	-7
Tn7 DDE FP	-2	-2	5	8	-7	-3	3	0
MBD2 DNA inh	1	0	1	-3	-3	4	3	4
TDP2 absorb	-5	9	7	-7	-14	0	-4	6
PRMT1 inh	0	1	-4	1	4	4	1	-2
TCR CD3 inh	6	9	9	3	-3	0	4	4
LEDGF integ inh	-6	1	1	-1	-4	-5	-4	0
proKLK7 act	-0.1	0.6	0.3	-0.3	0.8	-0.9	0.8	0.5
SIAE inh	-3	3	6	5	1	2	-1	4
UHRF1 binding	2	-2	3	2	3	2	4	2

Part of the list above, with values under each structure:
Fields – Tn6 DDE FP, Tn7 DDE FP, MBD2 DNA inh, TDP2 absorb, PRMT1 inh, TCR CD3 inh, LEDGF integ inh, proKLK7 act, SIAE inh, UHRF1 binding
(6) COc1ccc(-n2c(SCC(N)=O)nnc2-c2ccc(NS(=O)(=O)c3ccc(C)cc3)cc2)cc1
 : 6, -7, -2, -13, 2, 5, -2, 0.1, -5, 2
(10) Nc1nnc(-c2ccccc2)s1
 : -7, -2, 0, 9, 1, 9, 1, 0.6, 3, -2
(4) COc1cc(/C=N/N=C(\N)c2nonc2N)cc(OC)c1OC
 : -3, -3, -2, 8, 1, 2, 2, 0.1, -3, -4
(12) Cn1c(=O)c2c(nc(NCCO)n2C)n(C)c1=O
 : 5, 8, -3, -7, 1, 3, -1, -0.3, 5, 2
(5) CC(Cc1cnccn1)NC(=O)c1cc(COc2ccc(F)cc2F)on1 (stereo not drawn)
 : -8, 3, -6, -12, -6, -1, 2, 0.5, 1, 0
(16) CC(=O)c1cccc(NC(=O)C2CCCN(S(=O)(=O)c3cccc4cccnc34)C2)c1 (stereo not drawn)
 : -7, 0, 4, 6, -2, 4, 0, 0.5, 4, 2
(9) COc1ccccc1C(=O)Nc1ccc2c(c1)nc(CN1CCN(C(C)=O)CC1)n2C
 : -1, -2, 1, -5, 0, 6, -6, -0.1, -3, 2

Continuation.
[17] Cc1ccc2[nH]c(O)c(N=Nc3ccccc3C)c2c1
[18] COC(=O)C1C2C=CC(C3CC23)C1C(=O)OCC(=O)c1ccccc1 (stereo not drawn)
[19] COc1ccc2nc(C)cc(N/N=C/c3ccc(F)cc3)c2c1
[20] Cc1cc(=O)nc2c3ccccc3n(CC(=O)NC3CCCCC3)n12
[21] O=[N+]([O-])c1cn(-c2nc(-c3ccco3)cc(C(F)(F)F)n2)cn1
[22] COc1ccc(C(C#N)N2CCC(c3ccccc3)=N2)cc1 (stereo not drawn)
[23] CCc1nc2c(OCc3cccc(Cl)c3)cccn2c1N(C)C(C)=O
[24] O=C(COc1ccccc1Cl)N1CCc2ccccc21

Assay by compound	17	18	19	20	21	22	23	24
Tn6 DDE FP	3	4	7	9	0	3	-5	7
Tn7 DDE FP	-3	2	6	-4	-1	1	2	-2
MBD2 DNA inh	-4	4	4	-4	7	1	0	-4
TDP2 absorb	3	-8	-4	7	5	-13	10	7
PRMT1 inh	4	3	-3	-2	-1	-3	-4	0
TCR CD3 inh	-11	-1	5	3	3	5	-1	6
LEDGF integ inh	0	2	-1	0	2	8	3	1
proKLK7 act	-0.3	0.2	-1.3	0.7	0.0	0.1	0.3	-0.6
SIAE inh	-1	3	8	0	-4	5	7	-3
UHRF1 binding	-2	0	-12	-2	1	-4	-2	3

[25] O=C1NC[C@H](CCCCN2CCN(Cc3ccccc3)C(=O)C2=O)N(CCc2ccccc2)C1=O
[26] O=C(Nc1nc(-c2ccc(Cl)cc2)cs1)NC1CCCCC1
[27] CNC(=O)C1CC(=O)N(c2ccc(OCC(=O)Nc3ccc(F)cc3)cc2)C1 (stereo not drawn)
[28] O=C(Cc1ccc([N+](=O)[O-])cc1)OCc1ccc([N+](=O)[O-])cc1
[29] O=C(Cn1nc(-c2ccccc2)oc1=O)OCC(=O)c1ccccc1
[30] Cc1ccc(N=Nc2c(C)[nH]n(C(N)=S)c2=O)cc1C
[31] COCCCNC(=O)c1cc(Sc2nnc(C)s2)nc2ccccc12
[32] CC1(C(=O)NS(=O)(=O)c2ccc(Cl)cc2)CCN1C(=O)Cc1cc(F)ccc1F (stereo not drawn)

Assay by compound	25	26	27	28	29	30	31	32
Tn6 DDE FP	0	-1	1	-3	2	3	-10	-2
Tn7 DDE FP	-10	0	9	-1	5	8	4	5
MBD2 DNA inh	-7	1	6	4	6	-10	3	-2
TDP2 absorb	-6	-2	-2	-4	7	2	-9	5
PRMT1 inh	-5	1	-2	1	1	-1	-6	0
TCR CD3 inh	4	2	8	-2	-8	-4	-7	-2
LEDGF integ inh	2	0	-1	3	-1	-1	2	2
proKLK7 act	0.7	-0.3	-0.6	-0.4	-0.7	-0.3	0.4	0.3
SIAE inh	5	-2	-8	1	5	10	-3	-4
UHRF1 binding	-1	0	1	-2	4	-19	0	0

[33] O=C(NC1CC1)C1=C[C@H](c2csc3ccccc23)C[C@H](OCc2ccc(CO)cc2)O1
[34] O=C(Nc1cccc2ccccc12)c1nn(C23CC4CC(CC(C4)C2)C3)cc1[N+](=O)[O-]
[35] COC(=O)Cc1c(C(=O)OC)nnn1-c1cccc(C(F)(F)F)c1
[36] CC(C)CNC(=O)C(=O)NC1CCCC1
[37] CCc1nc2ccc(C(=O)N3CCNC(=O)C3)cn2c1N(C)CCC(C)C
[38] COc1ccc(NC(=O)COC(=O)c2ccc(OCc3ccc(Cl)cc3Cl)c(OC)c2)c(OC)c1
[39] COCCn1c(C)cc(C(=O)CSc2nnc(-c3cccnc3)n2-c2ccccc2F)c1C
[40] CC(=O)Nc1ccc(C(=O)NNC(=O)CCc2ccccc2)cc1

Assay by compound	33	34	35	36	37	38	39	40
Tn6 DDE FP	-1	-4	-4	0	1	-1	3	-2
Tn7 DDE FP	2	-4	-4	3	5	3	4	1
MBD2 DNA inh	0	1	-2	5	3	-2	7	-2
TDP2 absorb	11	6	-2	1	9	-7	7	-5
PRMT1 inh	-1	-1	-1	1	-1	1	4	-2
TCR CD3 inh	1	-2	-1	7	-2	-1	-7	3
LEDGF integ inh	3	-1	1	3	-1	-4	0	3
proKLK7 act	0.0	0.0	-0.2	-0.2	0.5	0.1	0.0	0.1
SIAE inh	-4	-14	2	8	1	2	-2	-6
UHRF1 binding	-3	-2	2	21*	2	5	3	1

[41] Cc1ccc(/C=C/C(=O)c2ccc(N3CCOCC3)cc2)s1
[42] O=C(Nc1ccccc1)C1CCCN1C(=O)Nc1ccccc1[N+](=O)[O-] (stereo not drawn)
[43] Cc1cc(C)n2nc(C(F)(F)F)c(-c3ccccc3)c2n1
[44] CC1CCN(C(=O)COc2coc(CN3CCc4ccccc43)cc2=O)CC1
[45] COC(=O)CCN(Cc1ccc(OC)cc1OC)S(=O)(=O)c1ccccc1Br
[46] Cc1ccc(-c2csc(NC(=O)c3cccc([N+](=O)[O-])c3C(=O)O)n2)cc1
[47] Cc1ccc2c(c1)C1CS(=O)(=O)N(C3CCCC3)C(=O)N1C2 (stereo not drawn)
[48] O=C(CNc1ccccc1OC(F)F)N1CCc2ccccc21

Assay by compound	41	42	43	44	45	46	47	48
Tn6 DDE FP	6	-4	4	8	4	-2	1	4
Tn7 DDE FP	-5	1	3	-6	4	-3	-2	0
MBD2 DNA inh	2	3	0	-3	-1	-2	-5	-2
TDP2 absorb	-2	15	-9	-6	6	-14	-3	1
PRMT1 inh	-1	-1	3	-2	0	4	-1	-4
TCR CD3 inh	11	7	-5	4	3	-2	nt	3
LEDGF integ inh	1	-3	-7	0	3	4	1	-1
proKLK7 act	-0.9	0.3	-0.2	0.3	0.8	0.3	-0.1	0.7
SIAE inh	0	1	0	4	-5	2	-4	-2
UHRF1 binding	-4	-6	0	-3	-2	5	-1	0

[49] CCc1nc2ccccc2nc1N1CCN(S(=O)(=O)c2ccccc2)CC1
[50] CN(Cc1cccnc1)Cc1cn(C)nc1-c1cccc(Cl)c1
[51] C=CCn1c(=O)n(CC=C)c(=O)n(CC=C)c1=O
[52] CC(C)c1ccc(NC(=O)NCc2ccccn2)cc1
[53] Cc1ccc(CNc2ccc3c(c2)ncn3C)cc1
[54] O=C(Nc1ccccc1)Nc1scc2c1c(=O)oc1ccccc12
[55] COc1cccc(CC2(CO)CCCN(Cc3ccc(C)s3)C2)c1 (stereo not drawn)
[56] C#CCOc1ccc(/C=C2/C(=O)ON=C2C)cc1Br

Assay by compound	49	50	51	52	53	54	55	56
Tn6 DDE FP	2	7	3	2	-9	-7	4	2
Tn7 DDE FP	-4	1	-7	1	1	2	-2	-7
MBD2 DNA inh	4	-1	-2	1	-8	-2	0	2
TDP2 absorb	6	2	3	52*	-3	5	0	7
PRMT1 inh	-2	-5	-4	1	6	-1	-3	-2
TCR CD3 inh	1	5	7	-3	2	-5	0	0
LEDGF integ inh	0	-3	3	-5	1	2	-4	4
proKLK7 act	0.6	0.0	0.3	0.2	0.6	0.2	-0.9	0.4
SIAE inh	-3	-2	-2	7	10	-3	2	7
UHRF1 binding	-1	-2	-2	-3	-7	-1	-4	0

Screening data deposited in PubChem by The Scripps Research Institute Molecular Screening Center.
